ULK1 inh = ULK1 kinase inhibitors, primary screen, biochemical, AlphaScreen | Serine/threonine-protein kinase ULK1 (Homo sapiens), O75385 | 30,000 compounds, 1.9% hits | AlphaScreen Atg13 phosphorylation by ULK1, luminescence | AID 1259251, 2017 | inhibition, % at 5.96 µM; in the data active = inhibition above about 43%;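 note: 0% = median of compound wells and 100% = no enzyme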
Target sequence (O75385 whole entry, looked up): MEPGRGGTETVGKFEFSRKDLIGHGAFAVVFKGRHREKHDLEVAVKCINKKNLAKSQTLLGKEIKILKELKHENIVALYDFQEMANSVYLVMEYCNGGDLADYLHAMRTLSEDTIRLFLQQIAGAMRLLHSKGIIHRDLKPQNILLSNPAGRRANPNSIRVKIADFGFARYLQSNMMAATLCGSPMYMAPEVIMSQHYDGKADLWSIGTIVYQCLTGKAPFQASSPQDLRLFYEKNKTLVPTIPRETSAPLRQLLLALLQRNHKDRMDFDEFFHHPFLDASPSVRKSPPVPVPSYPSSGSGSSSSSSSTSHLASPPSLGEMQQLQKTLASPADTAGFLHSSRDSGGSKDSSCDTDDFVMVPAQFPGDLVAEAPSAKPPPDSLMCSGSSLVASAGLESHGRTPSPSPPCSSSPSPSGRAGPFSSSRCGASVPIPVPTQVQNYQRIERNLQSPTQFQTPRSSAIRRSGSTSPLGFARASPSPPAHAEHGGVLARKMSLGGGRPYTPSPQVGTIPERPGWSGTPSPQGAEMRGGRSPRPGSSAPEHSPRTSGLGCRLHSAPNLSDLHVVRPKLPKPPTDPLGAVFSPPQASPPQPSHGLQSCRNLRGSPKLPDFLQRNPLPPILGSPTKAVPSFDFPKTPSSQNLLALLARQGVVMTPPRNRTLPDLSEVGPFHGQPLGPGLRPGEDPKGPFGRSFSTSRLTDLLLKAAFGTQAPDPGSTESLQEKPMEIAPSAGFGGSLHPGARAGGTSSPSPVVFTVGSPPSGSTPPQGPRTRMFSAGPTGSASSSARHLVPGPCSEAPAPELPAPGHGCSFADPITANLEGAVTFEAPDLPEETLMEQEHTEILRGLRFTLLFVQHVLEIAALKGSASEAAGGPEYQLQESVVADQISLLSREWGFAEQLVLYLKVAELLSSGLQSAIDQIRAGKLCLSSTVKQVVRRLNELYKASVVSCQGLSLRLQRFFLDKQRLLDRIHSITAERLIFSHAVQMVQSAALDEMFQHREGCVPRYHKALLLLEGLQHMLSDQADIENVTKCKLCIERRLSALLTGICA
ASK1 inh = ASK1 kinase inhibitors, primary screen, biochemical, AlphaScreen; Mitogen-activated protein kinase kinase kinase 5 (Homo sapiens), Q99683; AlphaScreen MKK6 phosphorylation by ASK1, luminescence; inhibition, % at 7.44 µM; 22,000 compounds, 0.99% hits; in the data active = inhibition above about 35%;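 note: 0% = median of compound wells and 100% = no enzyme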
* = called active by the depositor; . = not tested or not shown.

mol | ASK1 inh | ULK1 inh
COc1cccc(CCNC(=O)c2cn(C)c3cc(-c4cn[nH]c4)ccc23)c1 | -6 | -18
Cn1c(Nc2nc3ccc(C(=O)NCCO)cc3s2)nc2ccccc21 | -8 | 21
CCCn1c(N/N=C/c2cc(Br)ccc2O)nc2c1c(=O)[nH]c(=O)n2C | . | 7
O=C1CCCN1CCCNc1nc(N2CCN(c3ccccn3)CC2)nc2c1ncn2Cc1ccc(C(F)(F)F)cc1 | 16 | -59
O=C(NCCN1CCOCC1)C1CCN(c2ccc(NCc3cccnc3)nn2)CC1 | -1 | 2
c1cc(Nc2ccc3c(c2)OCO3)nc(N2CCC(N3CCOCC3)CC2)n1 | -3 | -1
COC(=O)Cc1cccn1C | . | -4
O=C(NCc1cccc(C(F)(F)F)c1)c1cnc(Nc2ccccn2)s1 | 1 | 21
Cc1cccc(NC(=O)c2csc(Nc3ccccc3Br)n2)c1N1CCC2(CC1)OCCO2 | -18 | -23
COc1cc(Nc2nc(Nc3nc4ccccc4n3C)nc3c2ncn3-c2ccccc2)cc(OC)c1OC | 10 | 3
NC(C(=O)N1CCC(Nc2ccc3[nH]c(=O)ccc3c2)CC1)c1ccc(Cl)cc1 (configuration not stated) | -20 | 2
O=C(Nc1c(C(=O)c2ccc(Cl)cc2)oc2ccccc12)c1ccncc1 | . | 6
Cc1nc(-c2ccncc2)cc(N2CCc3ccccc3C2)n1 | . | -13
Cc1cnc(NCCN2CCOCC2)nc1NCc1ccccc1 | -8 | -2
O=C(Nc1ccc(N2CCOCC2)cc1)c1ccnc(Nc2ncccn2)c1 | -22 | 40
O=C(Nc1ccc(N2CCOCC2)cc1)c1cccc(-n2nccc2NC(=O)c2cc3ccccc3o2)c1 | 6 | 10
CC(C)n1c(N2CCN(c3ccccn3)CC2)nc2c(NCCCN3CCCC3=O)ncnc21 | -5 | -18
COc1ccc(-c2nc3c(NCc4ccccc4)ncnc3n2C(C)C)cn1 | -1 | -28
CCN(CC)c1nc(NCc2ccc3c(c2)OCO3)nc(Nc2ccc(N3CCOCC3)cc2)n1 | 16 | 4
CC(NN)c1ccccc1 (configuration not stated) | . | 0
NC(=O)Cc1cn(-c2ccc(Nc3ccncn3)nn2)c2ccccc12 | -14 | 3
CCCNc1ccnc(N2CCN(Cc3ccc4c(c3)OCO4)CC2)n1 | 10 | -6
Cc1nn(S(=O)(=O)c2ccc(C(C)(C)C)cc2)c(C)c1S(=O)(=O)N(C)c1ccccc1 | . | 3
COc1ccc(CCNC(=O)c2ccc3nc(Nc4nccc5ccccc45)sc3c2)cc1 | -14 | 18
Cc1nc(C)c(Cl)c(NS(=O)(=O)c2ccc(N)cc2)n1 | . | 19
CC(=O)OCC(=O)c1c(C)[nH]c2ccccc12 | . | -12
O=C(Nc1ccc(N2CCOCC2)cc1)c1ccnc(-c2csc3ccccc23)c1 | 8 | 5
CCNc1nc2nc3ccc(C)cn3c(=O)c2cc1C(=O)NCCc1ccccc1 | . | -2
COc1cc(Nc2cc(C)nc(N3CCN(c4ccccn4)CC3)n2)cc(OC)c1OC | 16 | -8
C[C@@](O)(C(=O)Nc1ccc2[nH]ncc2c1)c1ccc(Br)cc1 | -6 | -1
Nc1ncnc2nc(N3CCN(c4ccccn4)CC3)[nH]c12 | 0 | 14
CCCNC(=O)c1csc(-c2c(C)nn(C)c2C)n1 | 1 | 1
O=C(Nc1ccccc1I)c1cccc([N+](=O)[O-])c1C(=O)O | . | 4
COc1cc(Nc2cccc(C(=O)NCCc3ccc(O)cc3)c2)cc(OC)c1OC | -2 | 3
COc1cc(NC(=O)c2ccc3nc(Nc4cccnc4)sc3c2)cc(OC)c1OC | 18 | 24
Cc1ccc(S(=O)(=O)N2CCC(C(=O)NC3CCCCC3)CC2)cc1Cl | . | -1
O=C1CCCN1CCn1cnc2c(Nc3ccc(N4CCOCC4)cc3)nc(N3CCCC3CO)nc21 (configuration not stated) | -3 | -4
CN1CCN(C(=O)c2ccc(-c3nc(NC4CC4)c4ncn(-c5ccccc5)c4n3)cc2)CC1 | 8 | 12
O=C(NC1CC1)c1ccc(-c2nc(Nc3ccccc3)c3ncn(CCN4CCCC4=O)c3n2)cc1 | -2 | -1
Nc1cc(N2CCN(c3ccccn3)CC2)nc(N)n1 | 7 | -2
CC(C)N(CCNC(=O)c1ccnc(N2CCN(Cc3ccc4c(c3)OCO4)CC2)c1)C(C)C | -13 | -12
c1ccc(-c2ccnc(Nc3ccc(-n4ccnn4)cc3)n2)cc1 | 8 | -15
NC(=O)N1CCC(Nc2nccc(-c3ccccc3)n2)CC1 | 14 | 14
Cc1nc(NCCN(C)C)cc(-c2cncc(-c3ccccc3)c2)n1 | . | 0
O=C1CCCN1CCCNc1nc(Nc2ccncc2)nc2c1ncn2-c1ccccc1 | 2 | 14
O=C(Nc1cc(-c2ccccc2Oc2ccccc2)ncn1)C1CCOC1 (configuration not stated) | 5 | -4
Cc1cncc2cccc(N3CCN(C(=O)C(N)c4ccc(Cl)cc4)CC3)c12 (configuration not stated) | -14 | -9
Cc1nn(C)c(C)c1-c1nc2ccc(C(=O)NCCN(C(C)C)C(C)C)cc2s1 | -5 | -15
Nc1cccc(-c2cc(NCc3nc4ccccc4[nH]3)nc(N)n2)c1 | -10 | -5
c1ccc(OCCNc2nc(-c3ccccc3)nc3c2ncn3-c2ccsc2)cc1 | -10 | 4

(further entries)
mol | ASK1 inh | ULK1 inh
Cc1cccc(Nc2ccc3c(cnn3-c3cccc(C(=O)NCCN4CCC(O)CC4)c3)c2)c1Cl | -3 | -46
COc1cccc2cc(-c3csc(NC(=O)c4ccccc4SC)n3)oc12 | . | -8
Cc1ncc2c(N3CCC(O)CC3)nc3ccccc3n12 | . | 1
COc1ccc(S(=O)(=O)NCCc2csc(-c3cccc(F)c3)n2)cc1C | . | -15
COc1cccc(CNC(=O)Nc2ccc(-c3cn[nH]c3)cc2OC2CCC(O)CC2)c1 (configuration not stated) | -19 | 1
NC(=O)c1ccc(NC(=O)Nc2c(Cl)cccc2Cl)cc1 | -11 | 6
CN1CCN(C2=Nc3cc(Cl)ccc3Nc3ccccc32)CC1 | . | -1
CC(C)N(CCNc1cc(Nc2ccccn2)nc(N)n1)C(C)C | -13 | -16
N[C@H](Cc1ccc(F)c(F)c1)c1nc2ccc(-c3cn[nH]c3)cc2c(=O)[nH]1 | 13 | 36
CCN(CC)c1nc(NCc2ccccc2)nc(N2CCN(c3ccccn3)CC2)n1 | -10 | 1
CCN(CC)c1nc(NCCOc2ccccc2)nc(Nc2ccc(-n3ccnc3)cc2)n1 | 11 | -8
CCNC(=O)Nc1ccc(-n2nnc3cc(C(F)(F)F)cnc32)cc1 | . | 6
Cn1c(Nc2nc3ccc(C(=O)Nc4ccc(N5CCOCC5)cc4)cc3s2)nc2ccccc21 | -6 | 0
CC(=O)Nc1ccc(NC(=O)c2cccc(-c3ccc(C(N)=O)cc3)n2)cc1 | 5 | -6
Nc1cccc(-c2ncc(C(=O)NC3CCN(Cc4ccccc4)CC3)s2)c1 | 0 | -4
CNC(=S)NS(=O)(=O)c1cc(CCNC(=O)c2cc(Cl)ccc2OC)ccc1OC | . | 5
c1ccc2c(c1)CC(c1nc3ccc(-c4ccncc4)cc3[nH]1)CCO2 (configuration not stated) | -4 | -20
O=C(NCCCN1CCOCC1)c1cc(Cl)cc(-n2ncc3cc(Nc4c(Cl)cccc4Cl)ccc32)c1 | 2 | -25
COc1ccc(-c2nc(C)cc(NCCO)n2)cn1 | -3 | -2
COc1ccc(CCNc2cc(NC3CCN(Cc4ccccc4)CC3)nc(N)n2)cc1 | -14 | -8
NC(=O)c1ccc(-c2ncc(C(=O)Nc3ccccc3)s2)cc1 | 9 | -10
CC(=O)c1cccc(-c2cc(C(=O)NCCO)ccn2)c1 | -2 | -14
Cc1cc(C(=O)O)c(-n2cccc2)s1 | . | -4
Nc1nc(NCCN2CCOCC2)cc(Nc2ccc(N3CCOCC3)cc2)n1 | -7 | -3
O=C(NCCN1CCOCC1)c1cccc(-c2nnc3cc(Nc4ccccc4Cl)ccn23)c1 | -25 | -5
CC(=O)Nc1ccc(Nc2cc(Nc3ccc(C(F)(F)F)cc3)nc(N)n2)cc1 | 2 | 5
O=C1CCCN1CCCNc1nc(-c2ccccc2)nc2nc[nH]c12 | -3 | 9
O=C(Cc1ccccc1)Nc1cnn(-c2cccc(C(=O)NC3Cc4ccccc4C3)c2)c1 | 11 | -1
OCCNc1nc(-c2ccccc2)nc2nc[nH]c12 | 9 | 1
Cc1cc(NCCN(C(C)C)C(C)C)nc(Nc2cnccn2)n1 | -13 | 0
COc1ccc(N2CCN(Cc3cc(=O)c(OC)cn3CC(=O)Nc3ccc(C)cc3)CC2)cc1 | . | -27
CN1CCN(C(=O)c2ccc(-c3nc(NCc4nc5ccccc5[nH]4)c4[nH]cnc4n3)cc2)CC1 | -8 | 19
COc1cc(Nc2nc(NCCO)c3ncn(-c4ccccc4)c3n2)cc(OC)c1OC | 13 | 0
OC1CCC(Nc2nccc(NCc3ccccc3)n2)CC1 (configuration not stated) | -15 | -2
Oc1ccccc1C1OCC(C2CC=CCC2)CO1 (configuration not stated) | . | 7
Cc1cnc(Nc2ccc(-n3ccnc3)cc2)nc1NCCc1ccc(O)cc1 | -12 | 29
CCOC(=O)c1oc2cc(NC(=O)c3cc(OC)cc(OC)c3)ccc2c1C | . | -8
CN1CC[C@H](Oc2cc(C(=O)Nc3ccc4[nH]ncc4c3)ccn2)C1 | 3 | 4
CCN1C(=O)C(C)(C)COc2ccc(NC(=O)Cc3cccc(C)c3)cc21 | . | -13
Fc1ccc(CNc2ncc(-c3cnn(Cc4ccccc4)c3)n3ccnc23)cc1 | -3 | 0
O=C(NCCc1ccc(O)cc1)c1cccc(N2CCN(Cc3ccc4c(c3)OCO4)CC2)n1 | 28 | -12
c1cc(-c2cncc(N3CCOCC3)c2)nc(Nc2ccc(-c3cnn(CCN4CCOCC4)c3)cc2)n1 | 11 | 18
Nc1cccc(-c2nc3ccc(C(=O)NCc4ccccc4)cc3s2)c1 | 3 | -21
COc1cccc(COC(=O)Nc2ccc(-c3cn[nH]c3)cc2SCCC(=O)N(C)C)c1 | -2 | -3
OCC1CCCN1c1nc(Nc2ccc(N3CCOCC3)cc2)c2ncn(Cc3ccc(C(F)(F)F)cc3)c2n1 (configuration not stated) | 22 | 7
CC[C@H]1OC(=O)C[C@@H](O)[C@H](C)[C@@H](O[C@@H]2O[C@H](C)C[C@H](N(C)C)[C@H]2O)[C@@H](CC=O)C[C@@H](C)C(=O)C=C[C@]2(C)O[C@H]2[C@@H]1C | . | 9
COc1cc(Nc2cc(C)nc(Nc3ccc(-n4ccnc4)cc3)n2)cc(OC)c1OC | 8 | -12
COc1ccc(CNC(=O)C/C(C)=N/NC(=O)COc2ccccc2)cc1 | . | 4
O=C(NCc1cccc(C(F)(F)F)c1)c1cnc(NCc2cccnc2)s1 | -14 | -10
COc1cc(Nc2nc(NC3CCN(Cc4ccccc4)CC3)nc3c2ncn3Cc2ccc(C(F)(F)F)cc2)cc(OC)c1OC | 18 | -17

Quoted from the listing, 13 compounds:
mol | ASK1 inh | ULK1 inh
CN1CC[C@H](Oc2cc(C(=O)Nc3ccc4[nH]ncc4c3)ccn2)C1 | 3 | 4
CCN1C(=O)C(C)(C)COc2ccc(NC(=O)Cc3cccc(C)c3)cc21 | . | -13
Fc1ccc(CNc2ncc(-c3cnn(Cc4ccccc4)c3)n3ccnc23)cc1 | -3 | 0
O=C(NCCc1ccc(O)cc1)c1cccc(N2CCN(Cc3ccc4c(c3)OCO4)CC2)n1 | 28 | -12
c1cc(-c2cncc(N3CCOCC3)c2)nc(Nc2ccc(-c3cnn(CCN4CCOCC4)c3)cc2)n1 | 11 | 18
Nc1cccc(-c2nc3ccc(C(=O)NCc4ccccc4)cc3s2)c1 | 3 | -21
COc1cccc(COC(=O)Nc2ccc(-c3cn[nH]c3)cc2SCCC(=O)N(C)C)c1 | -2 | -3
OCC1CCCN1c1nc(Nc2ccc(N3CCOCC3)cc2)c2ncn(Cc3ccc(C(F)(F)F)cc3)c2n1 (configuration not stated) | 22 | 7
CC[C@H]1OC(=O)C[C@@H](O)[C@H](C)[C@@H](O[C@@H]2O[C@H](C)C[C@H](N(C)C)[C@H]2O)[C@@H](CC=O)C[C@@H](C)C(=O)C=C[C@]2(C)O[C@H]2[C@@H]1C | . | 9
COc1cc(Nc2cc(C)nc(Nc3ccc(-n4ccnc4)cc3)n2)cc(OC)c1OC | 8 | -12
COc1ccc(CNC(=O)C/C(C)=N/NC(=O)COc2ccccc2)cc1 | . | 4
O=C(NCc1cccc(C(F)(F)F)c1)c1cnc(NCc2cccnc2)s1 | -14 | -10
COc1cc(Nc2nc(NC3CCN(Cc4ccccc4)CC3)nc3c2ncn3Cc2ccc(C(F)(F)F)cc2)cc(OC)c1OC | 18 | -17

The list goes on:
mol | ASK1 inh | ULK1 inh
Cc1cnc(NCc2cccnc2)nc1NCc1ccccc1 | 4 | 3
O=C1CCCN1CCn1cnc2c(NCCOc3ccccc3)nc(N3CCc4ccccc4C3)nc21 | 7 | -28
Cn1c(Nc2ncc(C(=O)NCc3cccnc3)s2)nc2ccccc21 | 5 | 25
Nc1nc(N2CCC(N3CCOCC3)CC2)nc2c1ncn2-c1ccsc1 | -4 | 1
O=C(NCc1ccc(C(=O)NCCc2ccccn2)cc1)Nc1ccc(-c2cn[nH]c2)cc1 | -6 | 14
CC(C)n1c(Nc2ccccc2)nc2c(NCCOc3ccccc3)ncnc21 | -8 | -18
O=C(NCc1cccnc1)c1ccc2nc(Nc3ccc(N4CCOCC4)cc3)sc2c1 | 4 | 25
COc1ccc(-c2ncc(C)c(N)n2)cn1 | 1 | -7
Cc1nn(C(=O)c2ccccc2I)c(C)c1S(=O)(=O)N1CCCC1 | . | -9
c1ccc(-n2cnc3c(NCc4nc5ccccc5[nH]4)nc(N4CCc5ccccc5C4)nc32)cc1 | 20 | 15

Compound activity as filed in PubChem.
